High-throughput results as filed in PubChem BioAssay.
RXFP1 antagonist: RXFP1 (human) relaxin receptor antagonism; HEK293-RXFP1, relaxin-stimulated cAMP HTRF, 30 min; active compounds read low; activity change, negative = inhibition, % at 57.5 µM; actives 0.59% (n = 350,000); AID 1259400;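 active = activity change of -60% or lower, but not beyond a set lower limit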
Target sequence (Q9HBX9 whole entry, looked up): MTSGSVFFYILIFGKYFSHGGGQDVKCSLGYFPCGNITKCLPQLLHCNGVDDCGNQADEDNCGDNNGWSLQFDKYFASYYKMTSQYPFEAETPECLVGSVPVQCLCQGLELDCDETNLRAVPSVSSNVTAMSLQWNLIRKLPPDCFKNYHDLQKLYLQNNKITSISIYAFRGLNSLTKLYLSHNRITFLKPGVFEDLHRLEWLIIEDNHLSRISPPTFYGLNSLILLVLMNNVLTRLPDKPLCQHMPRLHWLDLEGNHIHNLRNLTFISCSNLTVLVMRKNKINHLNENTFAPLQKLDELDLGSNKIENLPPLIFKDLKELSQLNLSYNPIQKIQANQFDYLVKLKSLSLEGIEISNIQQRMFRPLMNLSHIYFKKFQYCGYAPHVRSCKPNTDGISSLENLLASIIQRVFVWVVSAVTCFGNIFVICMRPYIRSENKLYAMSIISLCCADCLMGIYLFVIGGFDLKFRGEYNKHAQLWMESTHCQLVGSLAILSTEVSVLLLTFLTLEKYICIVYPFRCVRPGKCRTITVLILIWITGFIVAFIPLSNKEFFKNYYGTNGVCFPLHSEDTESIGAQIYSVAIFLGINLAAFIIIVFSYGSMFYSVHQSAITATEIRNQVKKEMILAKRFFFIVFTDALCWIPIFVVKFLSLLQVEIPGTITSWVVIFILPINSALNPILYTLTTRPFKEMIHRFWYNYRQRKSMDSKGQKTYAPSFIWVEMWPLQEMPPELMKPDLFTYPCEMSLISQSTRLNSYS
The depositor's hits bear a star. % is set by controls: 0 for no effect and ±100 for the full control effect.

SMILES	RXFP1 antagonist
Cc1c(Cl)cnc(NC(=O)CSc2nnnn2C)c1Cl	-2
O=C(Nc1c[nH]c(=O)[nH]c1=O)OCc1ccccc1	-5
CC(=O)c1cc(NC(=O)c2cccc(C(F)(F)F)c2)c(=O)oc1/C=C/N(C)C	-3
Cc1[nH]c(C)c(Cl)c(=O)c1Cl	8
O=[N+]([O-])c1ccc(C2=CSC3=NCCN23)cc1	-10
CC1CCCCCCC1OC(=O)c1ccccc1C(=O)O (stereo not drawn)	-3
Cc1ccccc1NC(=O)C(C)Sc1nnc(CN2CCCC2)n1Cc1ccccc1 (stereo not drawn)	-2
O=C1NC(=O)C(c2ccccc2)(c2ccccn2)N1 (stereo not drawn)	1
O=C(COc1cccc(Cl)c1Cl)NC1CC1	5
Nc1nc(CSc2nnnn2-c2ccc(F)c(Cl)c2)nc(N2CCOCC2)n1	5
O=C(NNC(=O)C(c1ccccc1)c1ccccc1)c1ccccc1O	11
Cc1ccc(-c2cc3nc4c(c(=O)n3[nH]2)CCCC4)cc1	-3
COc1ccccc1C#CC1=CC(=O)CC(C)(C)C1	9
Cc1ccc(S(=O)(=O)NNc2c3ccccc3nc3ccc(Cl)cc23)cc1	10
Cn1c(CCN2CCCC2)nc2cc(NC(=O)COc3ccc(Cl)cc3)ccc21	6
O=CN(Cc1ccccc1)c1cc([N+](=O)[O-])ccc1OCc1ccccc1	0
O=[N+]([O-])c1ccc(Nc2nc(N3CCOCC3)nc(N3CCOCC3)n2)cc1	-3
C1=NN(c2ccccc2)C=NN1c1ccccc1	-2
Clc1nc(Cl)c2ncn(-c3ccccc3)c2n1	15
NC(=S)NC(c1ccccc1)c1ccncc1 (stereo not drawn)	-3
O=C(C[C@@H]1C[C@@H]2c3cc(NS(=O)(=O)c4ccc(F)cc4)ccc3O[C@@H]2[C@@H](CO)O1)NC1CCCCC1	-7
COc1ccc(OC)c(N(CCN2C(=O)c3ccccc3C2=O)C(=O)CCl)c1	3
COc1ccccc1CNC(=O)Cn1nc(C)c([N+](=O)[O-])c1C	-3
C[C@H](CO)N1C[C@H](C)[C@@H](CN(C)Cc2ccc(Oc3ccccc3)cc2)Oc2cc(Br)ccc2S1(=O)=O	-4
CCOc1ccc(N2C(=O)C(C)CNC2=S)cc1 (stereo not drawn)	1
CCCn1nc(C(=O)N2CCN(c3ccccn3)CC2)c2ccccc2c1=O	6
CSCCC(NS(=O)(=O)c1ccc(Cl)cc1)C(=O)N1CCN(c2ccccc2)CC1 (stereo not drawn)	-7
CCCCCCn1c(CN2CCN(C(=O)OCC)CC2)nc2c1c(=O)n(C)c(=O)n2C	-6
CC(=O)Nc1ccc(SCC(=O)N(C)CC(=O)Nc2ccccc2Cl)cc1	-4
COc1ccc(-c2cc(C(=O)OCC(=O)NC3CC3)c3ccccc3n2)cc1OC	0
C[C@@H]1CCCCO[C@H](CN(C)C(=O)CCC(F)(F)F)[C@@H](C)CN([C@H](C)CO)C(=O)c2cc(NC(=O)c3ccncc3)ccc2O1	-9
O=C1NC(=S)SC1=Cc1cc(Br)ccc1O	-33
O=C1CN(C(=O)COC(=O)c2ccc([N+](=O)[O-])s2)c2ccccc2N1	4
NS(=O)(=O)c1cc(C(=O)NNC(=O)c2ccc3c(c2)OCO3)ccc1Cl	-4
CC(=O)N(Cc1ccccc1)C1CC(=O)N(Cc2ccccc2)C1=O (stereo not drawn)	-10
CSCCC(NC=C1C(=O)OC(C)(C)OC1=O)C(=O)O (stereo not drawn)	-3
Cc1cccc(C)c1OCC(=O)N[C@@H](Cc1ccccc1)[C@@H](O)C[C@H](Cc1ccccc1)NC(=O)[C@H](C(C)C)N1CCCNC1=O	-32
Cn1nc(-c2ccccc2F)c2cc(C(=O)N3CCN(C(=O)c4ccco4)CC3)sc21	-2
O=C(OOC(=O)c1ccccc1)c1ccccc1	2
OCC(O)CS (stereo not drawn)	-13
Cc1ccc(-c2ccc(CN3C(CC(C)C)C(=O)N(Cc4cn(CCC5OCCO5)nn4)CCS3(=O)=O)cc2)cc1 (stereo not drawn)	0
O=C(O)CC(c1ccccc1)c1ccc2c(c1)OCO2 (stereo not drawn)	2
COc1ccc(CN2C(=O)C(CC(=O)NC(c3ccccc3)c3ccccc3)CC(C(=O)N(C)C)=C2C)cc1 (stereo not drawn)	7
O=C(COC(=O)C1CCC(=O)N1)Nc1ccccc1OC(F)F (stereo not drawn)	-1
O=C(O)C(Cc1ccccc1)N1C(=O)c2c(Cl)c(Cl)c(Cl)c(Cl)c2C1=O (stereo not drawn)	-12
CCOC(=O)C1(C#N)C(=O)CSC1=Nc1ccccc1Cl (stereo not drawn)	11
Nn1c(Cc2ccccc2)nc2ccccc2c1=O	-1
Cc1nc([N+](=O)[O-])cn1-c1ccc([N+](=O)[O-])cc1	2

Compounds shown so far that have a carbonyl joined to an NH by a bond outside any ring, in the order listed:
SMILES	RXFP1 antagonist
Cc1c(Cl)cnc(NC(=O)CSc2nnnn2C)c1Cl	-2
O=C(Nc1c[nH]c(=O)[nH]c1=O)OCc1ccccc1	-5
CC(=O)c1cc(NC(=O)c2cccc(C(F)(F)F)c2)c(=O)oc1/C=C/N(C)C	-3
Cc1ccccc1NC(=O)C(C)Sc1nnc(CN2CCCC2)n1Cc1ccccc1 (stereo not drawn)	-2
O=C(COc1cccc(Cl)c1Cl)NC1CC1	5
O=C(NNC(=O)C(c1ccccc1)c1ccccc1)c1ccccc1O	11
Cn1c(CCN2CCCC2)nc2cc(NC(=O)COc3ccc(Cl)cc3)ccc21	6
O=C(C[C@@H]1C[C@@H]2c3cc(NS(=O)(=O)c4ccc(F)cc4)ccc3O[C@@H]2[C@@H](CO)O1)NC1CCCCC1	-7
COc1ccccc1CNC(=O)Cn1nc(C)c([N+](=O)[O-])c1C	-3
CC(=O)Nc1ccc(SCC(=O)N(C)CC(=O)Nc2ccccc2Cl)cc1	-4
COc1ccc(-c2cc(C(=O)OCC(=O)NC3CC3)c3ccccc3n2)cc1OC	0
C[C@@H]1CCCCO[C@H](CN(C)C(=O)CCC(F)(F)F)[C@@H](C)CN([C@H](C)CO)C(=O)c2cc(NC(=O)c3ccncc3)ccc2O1	-9
NS(=O)(=O)c1cc(C(=O)NNC(=O)c2ccc3c(c2)OCO3)ccc1Cl	-4
Cc1cccc(C)c1OCC(=O)N[C@@H](Cc1ccccc1)[C@@H](O)C[C@H](Cc1ccccc1)NC(=O)[C@H](C(C)C)N1CCCNC1=O	-32
COc1ccc(CN2C(=O)C(CC(=O)NC(c3ccccc3)c3ccccc3)CC(C(=O)N(C)C)=C2C)cc1 (stereo not drawn)	7
O=C(COC(=O)C1CCC(=O)N1)Nc1ccccc1OC(F)F (stereo not drawn)	-1

Further structures
SMILES	RXFP1 antagonist
CN(Cc1nc2ccccc2c(=O)[nH]1)C(=O)c1cccc(NC(=O)c2cccs2)c1	-8
Cc1ccc(CN2CCC[C@]3(N[C@H](c4ccccc4)[C@@H]4C(=O)N(C)C(=O)[C@@H]43)C2=O)cc1	7
COc1cccc(/C=N/NC(=O)c2nnn(-c3nonc3N)c2CN(C)C2CCCCC2)c1	0
Cc1ccc(S(=O)(=O)NC[C@H]2O[C@@H](n3ccc(N)nc3=O)[C@H](O)[C@@H]2O)s1	0
COc1ccc(C(C(=O)NC2CCCCC2)N(C(=O)CCCC(=O)Nc2ccccn2)c2ccc3c(c2)OCCO3)cc1 (stereo not drawn)	10
Nc1c2c(nc3ccccc13)CSCC2	-2
N#Cc1c(NC(=O)CSc2ncccn2)oc(-c2ccccc2)c1-c1ccccc1	-4
CCN1C(=O)c2cccc3c(S(=O)(=O)N(C)C)ccc1c23	0
C[C@@H]1CN([C@@H](C)CO)C(=O)CCCn2nncc2CO[C@@H]1CN(C)S(=O)(=O)c1ccc2c(c1)OCCCO2	-5
O=S(=O)(O)c1cc(O)c2cc(Nc3ccccc3)ccc2c1	-1
COC(=O)c1sc(NC(=O)CSc2nc3nc(C)cc(C)n3n2)c(C(=O)OC)c1C	-18
CO[C@H](C(=O)N(C)C[C@@H]1OCc2ccccc2-c2c(n(C)c3ccccc23)C(=O)N([C@H](C)CO)C[C@@H]1C)c1ccccc1	7
O=C(C=Cc1ccc2c(c1)OCO2)C=Cc1ccc2c(c1)OCO2	5
O=C(SCc1c(O)c2ccccc2oc1=O)c1ccccc1	6
CCOc1ccc(CCNC(=O)CCC(=O)c2cccs2)cc1OCC	3
CC1CCCCC12NC(=O)N(CC(=O)N1CCN(S(=O)(=O)c3ccc(Cl)s3)CC1)C2=O (stereo not drawn)	4
COc1cccc(C(=O)COC(=O)c2ccc(NC(=O)c3ccccc3)cc2)c1	-6
Clc1ccc(C=NN2CCCCCC2)cc1Cl	-5
C=CCn1c(SCC(=O)Nc2cc(C)on2)nnc1-c1ccccc1OC	4
COc1ccccc1NCCC(=O)OCC(=O)Nc1cc([N+](=O)[O-])ccc1F	5
Cn1c(CC(=O)NNC(=O)c2ccc(Cl)nc2)nc2ccccc21	-12
CN1C(=O)[C@H]2[C@@H](c3ccc(C(F)(F)F)cc3)N[C@]3(CCCN(Cc4ccc(F)cc4)C3=O)[C@H]2C1=O	6
O=S(=O)(O)c1ccc2c(c1)C(C(Cl)(Cl)Cl)OC(C(Cl)(Cl)Cl)O2 (stereo not drawn)	-3
Cc1cccc(C(=O)NNC(=O)C2CCCCC2)c1O	10
N=c1c(S(=O)(=O)c2ccc(Br)cc2)cc2c(=O)n3ccccc3nc2n1CCN1CCOCC1	2
O=c1[nH]sc2cc(Cl)ccc12	19
Cc1ccc([N+](=O)[O-])c(OCCCN2CCC(Cc3ccccc3)CC2)c1	-10
O=C1CNc2cc(Cl)ccc2N1	3
CCC[C@H]1CN(c2ccccc2)C(=O)[C@@H]1CC(=O)NC	5
Cc1cnc(C(=O)OCc2nc3ccccc3o2)cn1	-7
CCn1c(-c2cc(Br)ccc2O)n[nH]c1=S	-23
O=C1c2ccccc2C2N1CCCN2C(=O)c1sc2ccccc2c1Cl (stereo not drawn)	-4
O=S(=O)(NCc1ccncc1)c1ccc(F)c(F)c1	11
Cc1cccc(NC(=O)c2nc[nH]c2C(=O)Nc2ccccc2F)c1	-1
O=C1C=C(c2n[nH]nc2-c2ccccc2)C[C@@H](c2ccc(F)cc2)C1	8
O=C(CNC(=O)N1CC(=O)Nc2ccccc21)Nc1ccc(Br)cc1F	0
CCOC(=O)C(CO)NC(=O)C1(NC(C)=O)CCCC1 (stereo not drawn)	4
CC(OC(=O)CCNS(=O)(=O)c1ccc(Cl)cc1)C(=O)N(C)Cc1ccccc1 (stereo not drawn)	0
Cc1ccc(CCNC(=O)CN2C(=O)CSc3ccc(S(=O)(=O)N4CCOCC4)cc32)cc1	-1
Cc1cccc(N2CCN(C(=O)CCc3nc4ccccc4c(=O)[nH]3)CC2)c1C	-14
Nc1ncc(C(=O)O)c(-c2ccccc2)n1	-6
Cc1ccc(-n2sc3cc(F)ccc3c2=O)c(C)c1	-35
CC(NC(=O)C1CC(=O)N(c2ccc3c(c2)OCCO3)C1)c1ccccc1 (stereo not drawn)	8
COc1cccc(N2CCN(C(=O)c3cc(-c4ccccc4)nc4c3cnn4C(C)C)CC2)c1	-16
COc1ccc(OC)c(NC(=O)COC(=O)CCS(=O)(=O)c2ccc(Cl)cc2)c1	-3
O=C(CNC(=O)c1ccc2ccccc2c1)NC1CCCCC1	-24
CC(C)c1cc(NCCN2CCOCC2)n2c(nc3ccccc32)c1C#N	16
O=C(Nc1cc(S(=O)(=O)N2CCOCC2)ccc1N1CCCC1)c1ccccc1F	-8
CCCc1nc(SCC(=O)c2ccc3c(c2)NC(=O)CO3)[nH]c(=O)c1CC	-5
C[C@H]1CN([C@@H](C)CO)C(=O)CCCn2cc(nn2)CO[C@@H]1CN(C)C(=O)Nc1cccc2ccccc12	-12
CC(C)N=C(N)/N=C(\N)Nc1ccc(Cl)cc1	-7
O=C(O)c1ccccc1NS(=O)(=O)c1cccc(NS(=O)(=O)c2cc(Br)ccc2Br)c1	-16
COC(=O)c1sc2ccc(C)cc2c1C(=O)OC	5
CC(=NNC(=O)c1cccc(S(=O)(=O)N2CCCC2)c1)c1ccccc1	-5
CCOc1ccc(-c2nnc3ccc(SCC(=O)N4CCN(c5ccccc5)CC4)nn23)cc1	-3
Cc1ccsc1C(=O)Nc1cc(Cl)ccc1-n1cncn1	-8
COc1ccccc1C(=O)Nc1ccnn1C1CCN(C2CCCCC2)CC1	-8
CC1=CCC(C(C)(C)NC(=O)c2ccccc2)C/C1=N\O (stereo not drawn)	9
CCN(C(=O)CSc1nnnn1C)C1CCCCC1	-8
COc1ccc(S(=O)(=O)N2CCOC2CNC(=O)C(=O)NCCCN(C)C)cc1C (stereo not drawn)	-3

3 compounds from above, arranged by number of heavy atoms, lowest first.
SMILES	RXFP1 antagonist
Cc1ccsc1C(=O)Nc1cc(Cl)ccc1-n1cncn1	-8
COc1ccc(S(=O)(=O)N2CCOC2CNC(=O)C(=O)NCCCN(C)C)cc1C (stereo not drawn)	-3
C[C@H]1CN([C@@H](C)CO)C(=O)CCCn2cc(nn2)CO[C@@H]1CN(C)C(=O)Nc1cccc2ccccc12	-12

The results go on.
SMILES	RXFP1 antagonist
CCCCCCN1C[C@H](O)[C@@H](n2cc(C3CC3)nn2)C[C@@H]1c1ccc(Cl)cc1	-2
c1ccc(/N=C2\N=C(Nc3ccccn3)c3ccccc32)nc1	-18
CC(=O)N1CCc2ccc([N+](=O)[O-])cc21	-1
O=C(CNC(=O)c1ccccc1F)NCc1ccncc1	-8
O=C1c2ccccc2CCC12OC2c1ccncc1 (stereo not drawn)	19
CC(NCC(=O)Nc1ccccc1C(=O)NC1CC1)c1ccc(Cl)cc1 (stereo not drawn)	0
CN1OC[C@@H]2CN(C(=O)Cc3ccccc3)[C@H](c3ccccc3Br)C[C@@H]21	-7
COc1cnn(-c2cccc(Cl)c2)c(=O)c1Cl	2
CC(=O)OC1COC(OC(C)=O)CO1 (stereo not drawn)	-12
CC1(c2ccccc2)CCC(=O)NC1 (stereo not drawn)	-12
Cc1noc(C)c1NC(=O)N(C)C[C@@H]1OCc2ccccc2-c2c(n(C)c3ccccc23)C(=O)N([C@H](C)CO)C[C@H]1C	8
Cc1ccc(S(=O)(=O)N2CCN(C(=O)[C@H](Cc3ccccc3)NC(=O)c3ccco3)CC2)cc1	-2
C[C@H](NS(=O)(=O)c1c(Cl)cccc1Cl)C(=O)NNC(=O)COc1ccccc1F	0
O=c1c2ccccc2nc2n1CC/C2=C\N1CCN(c2ccc([N+](=O)[O-])cc2)CC1	-5

Some of the compounds tested; rates above refer to the full screens.
